Screening results from PubChem BioAssay.
esBAF inh: inhibitors of esBAF chromatin remodeling in mouse ES cells. Bmi1-luciferase knock-in reporter, 24 h; 100% = twice the neutral-well signal. reporter increase, % at 12.5 µM. actives 2% (n = 350,000). AID 602393; in the data active = activation above about 40%; inconclusive = no clear call, values can overlap the other calls;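 note: 0% = median of the plate's neutral control wells and 100% = double that signal; a rise in the Bmi1 reporter signal indicates esBAF inhibition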
INS-1E GSIS act: primary screen for activators of insulin secretion dependent on glucose, INS-1E cells, GLuc reporter luminescence; activation, % at 16.6 µM; actives 0.61% (n = 370,000); AID 743287; INS-1E GLuc reporter insulin secretion, 2-3 h;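 active = lowest replicate activation of at least 40%, so every replicate reaches that level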;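 note: 0% = median of neutral control wells and 100% = median of IBMX positive control wells; some compounds called inactive have numbers as strong as hits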
Xi reactivation: activators of X-chromosome reactivation in mouse fibroblasts; XiGFP mouse fibroblasts, % GFP-positive cells imaging, 3 d; cells co-treated with 5-aza-dC sensitizer; scaled so ellipticine positive control = 100%; activation, % at 7.58 µM; actives 0.055% (n = 360,000);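 active = mean normalized replicate activation at least 10% and every replicate at or above 10%; inconclusive = only one of the two criteria met; inactive = mean below 10% and not all replicates reach 10%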;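 note: 0% = median of on-plate neutral control wells and 100% = ellipticine 6 µM median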
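Material: SV40-immortalized XiGFP fibroblast cells, line 68-5-11 | Buffer or medium: DMEM containing 5-aza-dC | Dosing: One concentration, pinned | Times: 3 d treatment, 15 min room-temperature fixation | Controls: Ellipticine 6 µM positive control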
RAD52 inh: RAD52 (human) annealing inhibition | recombinant RAD52 DNA annealing, FRET fluorescence | inhibition, % at 18.7 µM | AID 651710 | actives 0.46% (n = 360,000);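 active = every replicate showing at least 50% inhibition; inconclusive = mean inhibition at least 50% but not in every replicate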
RAD54 inh: inhibitors of human RAD54 branch migration | Q92698 | RAD54 Holliday junction branch migration, FAM/BHQ fluorescence | inhibition, % at 10.4 µM | actives 0.14% (n = 360,000) | AID 602329;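 active = mean normalized replicate activity at least 40 and at least half of replicates scoring 40 or more; inconclusive = only one of the two criteria met; inactive = mean below 40 and under half of replicates reaching 40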;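 note: 0% = median of neutral control wells and 100% = median of positive control wells; inhibitors cause a drop in the FAM fluorescence signal; in these data hits start at about 50%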
F508del corr: CFTR F508del correction in bronchial cells; CFBE cells, YFP halide quenching; stimulated with forskolin plus potentiator P3; % fluorescence drop versus neutral controls; activity (quench increase), % at 7.58 µM; actives 0.36% (n = 350,000); AID 720511;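 active = mean added fluorescence quench of at least 8% versus neutral control, with both replicates also reaching 8%; inconclusive = only one of the mean or replicate conditions met; inactive = mean below 8% and not both replicates reaching 8%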;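 note: cells transiently co-express mutant CFTR-F508del with the halide-sensitive YFP; corrector assay measuring rescue of mutant channel to the surface after 24 h compound exposure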
ERAP1 inh: blocks human ERAP1 aminopeptidase activity | recombinant ERAP1, Leu-AMC fluorescence, 60 min | inhibition, % at 10.7 µM | actives 0.15% (n = 340,000);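 active = mean replicate inhibition of at least 30%, or all replicates individually reaching that 30% level; inactive = mean below 30% and not every replicate reaching it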;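 note: 0% = neutral control wells and 100% = L-leucinethiol positive control wells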
Target sequence (Q9NZ08 whole entry, looked up): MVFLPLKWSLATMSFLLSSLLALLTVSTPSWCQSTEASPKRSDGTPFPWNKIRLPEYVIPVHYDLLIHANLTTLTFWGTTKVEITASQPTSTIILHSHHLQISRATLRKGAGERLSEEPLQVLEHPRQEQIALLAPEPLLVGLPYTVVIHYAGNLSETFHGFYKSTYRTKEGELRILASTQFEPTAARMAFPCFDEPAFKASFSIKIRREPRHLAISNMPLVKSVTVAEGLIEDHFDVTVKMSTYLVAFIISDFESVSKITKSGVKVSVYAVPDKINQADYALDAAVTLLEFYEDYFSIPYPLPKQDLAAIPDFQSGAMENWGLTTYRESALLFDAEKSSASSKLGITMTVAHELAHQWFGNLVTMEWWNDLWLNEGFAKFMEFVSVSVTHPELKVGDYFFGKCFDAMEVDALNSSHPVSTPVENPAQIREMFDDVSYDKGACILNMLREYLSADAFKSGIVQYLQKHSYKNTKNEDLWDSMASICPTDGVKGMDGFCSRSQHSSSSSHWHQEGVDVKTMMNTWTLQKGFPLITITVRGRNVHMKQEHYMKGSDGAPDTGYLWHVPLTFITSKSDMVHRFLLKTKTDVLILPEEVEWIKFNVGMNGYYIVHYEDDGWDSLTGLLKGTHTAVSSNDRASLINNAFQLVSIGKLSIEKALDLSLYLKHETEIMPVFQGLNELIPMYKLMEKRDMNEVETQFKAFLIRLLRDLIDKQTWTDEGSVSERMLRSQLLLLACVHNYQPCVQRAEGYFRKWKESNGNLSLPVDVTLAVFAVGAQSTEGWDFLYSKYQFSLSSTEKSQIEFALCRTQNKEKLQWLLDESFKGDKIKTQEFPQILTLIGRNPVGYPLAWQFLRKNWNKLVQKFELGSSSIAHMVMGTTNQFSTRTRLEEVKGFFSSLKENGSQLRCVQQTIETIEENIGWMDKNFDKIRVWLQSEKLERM
ARNT-TACC3 inh: disruptors of human ARNT/TACC3 interaction; Q9Y6A5; AID 623870; actives 0.66% (n = 390,000); inhibition, % at 9.99 µM; AlphaScreen His-ARNT PAS-B/GST-TACC3 binding, luminescence; TACC3 fragment carries E629A point mutation;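 active = mean inhibition of replicates at least 50% and at least half of replicates each reaching 50%; inconclusive = half or more replicates reach 50% but mean below 50%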;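 note: 0% = complete ARNT plus TACC3 wells and 100% = ARNT alone without TACC3; many hits fall short of the cut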
An asterisk follows results filed as active; ? = inconclusive; / = not tested or not shown.

SMILES	esBAF inh	INS-1E GSIS act	Xi reactivation	RAD52 inh	RAD54 inh	F508del corr	ERAP1 inh	ARNT-TACC3 inh
COc1ccc(Cl)cc1NC(=O)C/C(C)=N/NC(=O)c1ccccc1Cl	4	/	0.0	-21	-12	-1.3	-1	0
Cc1ccc(/C(N)=N/OC(=O)COc2cccc3ccccc23)cc1	5	20	-0.1	-32	8	0.8	2	/
Cc1ccc(N)c([N+](=O)[O-])c1	-1	6	/	-6	3	-1.4	1	/
O=C(N1CCN(Cc2ccc3c(c2)OCO3)CC1)C(Cl)(Cl)Cl	9	-2	0.2	-7	7	-0.5	1	6
Cc1ccc(-n2nnnc2SCC(=O)c2ccc3c(c2)NC(=O)CO3)c(C)c1	6	7	/	/	-8	/	/	-5
O=C(c1ccco1)N1CCN(C(=S)NC2CC3CCC2C3)CC1 (stereo unspecified)	/	3	0.1	-3	/	-0.1	-6	-5
Cc1ccc(S(=O)(=O)N(Cc2n[nH]c(=S)n2-c2ccccc2)c2cccc(Cl)c2)cc1	/	-5	0.0	-12	/	3.1	2	5
Cc1ccc(S(=O)(=O)Nc2ccc3c(c2)C(=O)N([C@H](C)CO)C[C@@H](C)[C@H](CN(C)Cc2ccc(-c4ccccc4)cc2)O3)cc1	3	-25	0.0	28	-30	1.6	-4	9
O=C(NCC1CC1)c1cc2c(c(-c3cccc(-c4ccccc4F)c3)n1)[C@H](CCO)N(C(=O)CC1CC1)C2	/	-14	-0.1	-28	/	-2.0	/	/
Nc1nc(C2C(=O)CCCC2=O)cs1	-9	5	/	-77	/	-2.8	3	36
C/C(=N\NC(=O)C1CCCC1)c1ccc(Cl)cc1Cl	-2	8	0.0	-5	10	-3.0	-3	/
CC(=O)c1ccc(-c2nc3ccccc3n2C)o1	55*	11	/	/	-1	/	/	-5
CC(C)(C)NC(=O)CN(Cc1ccccc1)S(=O)(=O)c1ccccc1	-1	/	0.2	-2	-4	1.5	1	-10
C[C@@H]1CN([C@@H](C)CO)C(=O)c2cc(N(C)C)ccc2O[C@@H](C)CCCCO[C@@H]1CN(C)C(=O)CCCN(C)C	4	18	0.1	/	/	-2.1	/	/
COc1cc(NC(=O)CN2C(=O)COc3ccc(S(=O)(=O)N4CCCC4)cc32)cc(OC)c1	-7	-14	0.0	-3	-14	-0.1	-1	26
Cc1cccc(C)c1NC(=O)CN(C)CC(=O)Nc1ccccc1Oc1ccccc1	/	-9	0.0	-6	/	2.1	-1	1
FC(F)(F)c1cc(C(F)(F)F)c2ccc(N3CCOCC3)nc2n1	5	23	0.1	6	-11	3.2	4	-9
C[C@@H]1CN([C@@H](C)CO)C(=O)c2cc(-c3ccc(C#N)cc3)cnc2O[C@H]1CN(C)C(=O)c1cccnc1	-2	2	-0.2	4	-3	-0.3	1	-14
Clc1cccc(Cl)c1CO/N=C/c1cccs1	-10	-2	0.4	-8	/	0.5	6	-6
CC1(C)CCC(=O)N(c2ccccc2)C1=O	/	-9	0.0	-4	/	-1.3	-4	-4
O=C(N/N=C/C=C/c1ccccc1)c1cccc(Br)c1	5	-1	/	-4	4	0.8	1	15
COc1cc(SC)ccc1C(=O)Nc1ccccn1	/	33	-0.1	-6	7	3.3	-4	0
Cc1noc(C)c1NC(=O)N(C)C[C@H]1OCCCC[C@@H](C)Oc2ccc(N(C)C)cc2C(=O)N([C@H](C)CO)C[C@@H]1C	-3	11	0.1	-16	-9	1.9	2	/
O=C(COC(=O)COc1ccc2ccccc2c1)NC1CCCc2ccccc21 (stereo unspecified)	/	1	0.2	-20	-11	/	-1	-4
COc1ccccc1C#Cc1cnc2c(c1)C(=O)N([C@@H](C)CO)C[C@H](C)[C@H](CN(C)C)O2	-5	17	-0.8	20	10	0.7	-1	-1
CC1CCC(C(=O)NC(C(=O)N2CCN(c3ccccn3)CC2)C(C)C)CC1 (stereo unspecified)	-6	1	/	-1	-4	/	1	-6
CCOc1[nH]n(-c2ccccc2)c(=O)c1C=NCC(=O)OC	-6	31	0.1	-2	-8	-2.0	-1	-4
O=C(CCCOc1ccc(Cl)cc1Cl)N/N=C/c1ccc(Cl)cc1	-4	-11	-0.1	-14	-1	/	-1	3
Cc1noc(C)c1C(=O)OC(C)C(=O)NC(C)c1ccc(Cl)cc1Cl (stereo unspecified)	4	4	0.1	-10	2	1.4	1	0
O=C(c1ccc(C(F)(F)F)cc1)C1CCCN(Cc2cccn2-c2ncccn2)C1 (stereo unspecified)	1	-8	0.2	-20	12	2.1	4	13
CCCS(=O)(=O)c1nc(S(=O)(=O)c2ccc(C)cc2)c(N2CCC3(CC2)OCCO3)s1	9	7	0.0	4	5	-1.5	2	4
O=C(Cc1cccnc1)N[C@@H]1CC[C@H](CCNS(=O)(=O)c2ccccc2Cl)O[C@H]1CO	7	6	0.1	-18	-9	-3.7	-3	8
COc1ccc(N2CC(C(=O)Nc3ccc(S(=O)(=O)N4CCOCC4)cc3)CC2=O)cc1 (stereo unspecified)	-5	-10	0.0	-3	-18	-0.7	6	-4
C[C@H]1CN([C@@H](C)CO)S(=O)(=O)c2ccc(C#CC3CC3)cc2O[C@H]1CN(C)C(=O)Cc1ccncc1	4	-4	0.0	-15	-3	2.0	-2	-22
CO[C@H]1CN(C)C(=O)c2ccc(NC(=O)C3CCCCC3)cc2OC[C@H](C)N(C)C[C@H]1C	3	7	0.3	6	2	-2.1	-2	-11
Cc1ccc(CNC(=O)C(C(=O)NCc2ccc(C)o2)c2ncc(C(F)(F)F)cc2Cl)o1	/	-6	-0.1	-9	/	3.3	-1	3
CCOc1ccccc1NC(=O)C(CC)Sc1nc2ccsc2c(=O)n1CCC(=O)O (stereo unspecified)	-5	-28	-0.1	-10	3	0.3	-5	-1
O=C(COC(=O)CC(NC(=O)c1ccccc1Cl)c1ccccc1)Nc1cccc(F)c1 (stereo unspecified)	/	-13	0.2	-28	/	-4.2	-1	-8
O=C(CCNC(=O)N1CC(=O)Nc2ccccc21)NCc1ccc(Cl)cc1	-1	/	0.0	-5	13	5.4	-5	/
Cc1c(C(=O)O)cccc1-c1ccc(/C=N/n2cnnc2)o1	18	3	0.0	-14	-5	-1.2	0	-3
COc1cc(OC)c(/C=N/NC(=O)c2ccc([N+](=O)[O-])cc2)cc1Br	2	-18	/	/	-2	/	/	-3
COc1ccc(C(=O)NC(CC(=O)O)c2cc([N+](=O)[O-])ccc2Cl)cc1 (stereo unspecified)	/	0	0.0	7	6	0.2	0	4
COc1ccc(NC(=O)CC2C(=O)N(c3cccc(OC)c3)C(=O)N2Cc2ccco2)cc1 (stereo unspecified)	-3	-2	0.0	-7	-12	2.3	1	4
Cc1ccc(S(=O)(=O)NCC[C@H]2CC[C@H](NC(=O)C3CCOCC3)[C@@H](CO)O2)cc1	-4	16	0.0	2	1	-0.5	-2	5
COCC(=O)Nc1ccc(S(=O)(=O)NCC2CCCO2)cc1 (stereo unspecified)	-1	-3	0.0	-9	-4	-2.7	-2	17
COc1cccc(NC(=O)N(C)C[C@H]2Oc3ncc(C#Cc4ccccc4)cc3C(=O)N([C@H](C)CO)C[C@H]2C)c1	7	-15	-0.8	2	-5	3.1	-1	8
O=C(Nc1cccc(Cl)c1)Nc1ccc2c(c1)C(=O)OC2	/	0	0.0	0	/	1.8	1	-1
CCOC(=O)c1oc2ccc(Br)cc2c1COC(=O)C1=COCCO1	20	2	-0.2	4	-7	-0.6	-4	-9
CCOc1ccccc1NC(=O)c1cnccn1	-3	-2	0.0	7	-1	5.6	4	-3
CCc1cccc(NS(=O)(=O)c2ccc3c(c2)NC(=O)CO3)c1	0	16	0.0	-7	1	-1.4	0	0
CCOc1cnc(-c2ccccc2F)o1	/	17	0.0	-1	/	-0.7	9	-1
COC(=O)c1cc2c(c3c4cc(F)ccc4n(C(=O)c4ccccc4)c13)C(=O)N(Cc1ccco1)C2	/	/	0.7	-12	/	2.0	-1	/
Cc1cc(C)n2nc(SCC(=O)N3CCN(c4ccc(F)cc4)CC3)nc2n1	1	12	0.3	-17	0	-1.2	-3	-6
COCC(=O)Nc1ccc2c(c1)OC[C@H](C)N(C(=O)c1ccccn1)C[C@H](C)[C@H](OC)CN(C)C2=O	-1	21	-0.1	/	-8	-0.5	/	21
O=C(C[C@@H]1CC[C@H](NC(=O)CN2CCOCC2)[C@@H](CO)O1)NC1CCCCC1	-5	-2	-0.4	7	2	-0.8	-1	-4
C[C@@H]1CCCCO[C@@H](CN(C)Cc2ccc(Cl)c(Cl)c2)[C@H](C)CN([C@H](C)CO)C(=O)c2cc(NC(=O)Cc3ccccc3)ccc2O1	/	-16	0.1	-2	/	-0.2	/	/
O=C(Cn1cnc2ccccc2c1=O)NNC(=O)c1ccccc1F	6	1	0.0	-2	-9	-1.3	-3	18
Cn1c(OCc2ccc3c(c2)OCO3)nc2c1c(=O)n(Cc1cccc(Cl)c1)c(=O)n2C	-4	11	/	/	-4	/	/	2
COc1ccc(-c2c(C)cc3oc(=O)cc(-c4ccccc4)c3c2C)cc1	-6	11	0.0	-13	-8	0.4	/	-3
COc1ccccc1OCCn1cc(/C=N/n2cnnc2)c2ccccc21	2	-4	0.3	/	0	/	/	/
The list goes on.
SMILES	esBAF inh	INS-1E GSIS act	Xi reactivation	RAD52 inh	RAD54 inh	F508del corr	ERAP1 inh	ARNT-TACC3 inh
CCOC(=O)c1nnn(-c2nonc2NC(C)=O)c1C	-25	22	/	/	1	/	/	23
COc1ccc(NC(=O)c2c(N)no[n+]2[O-])cc1	15	-6	0.9	-2	-12	-1.3	-3	6
C[C@@H]1CN([C@H](C)CO)C(=O)c2cc(NS(=O)(=O)c3ccc(F)cc3)ccc2O[C@@H](C)CCCCO[C@H]1CN(C)C(=O)Nc1ccccc1	/	-4	0.3	-5	/	-3.4	-3	/
C[C@@H]1CCCCO[C@H](CN(C)C(=O)NC2CCCCC2)[C@@H](C)CN([C@H](C)CO)C(=O)c2cc(NS(=O)(=O)c3ccc(F)cc3)ccc2O1	3	-9	0.0	22	0	-5.1	0	1
CCN(CC)c1ccc(S(=O)(=O)N2CCCCC2)cc1NC(=O)C1=COCCO1	0	0	0.3	-15	5	2.2	2	0
COc1ccc(C(=O)Nc2ccnn2C2CCN(C(=O)c3cccnc3)CC2)cc1	/	-10	0.0	-4	-9	-1.0	2	-21
CC(=O)Nc1ccc(CC(=O)Nc2ccc3c(c2)OC2(CCCC2)O3)cc1	46*	-4	0.1	-1	-6	-3.7	0	/
Cn1nnnc1SCC(=O)Nc1ncc(Cl)cc1Cl	-4	9	0.0	3	-5	-1.7	1	-4
Cc1c(C(=O)NCc2ccccc2C(F)(F)F)sc(=O)n1Cc1ccc(F)cc1	-8	-32	-0.2	-15	-3	-1.4	/	/
O=C(C[C@@H]1C[C@@H]2c3cc(NC(=O)NC4CCCC4)ccc3O[C@@H]2[C@H](CO)O1)NCc1ccc(-c2ccccc2)cc1	3	6	0.1	3	-4	-2.1	-2	-4
CCCCN(CC)CCCNC(=O)c1csc2c1CCCCC2	-6	-5	0.0	-5	/	/	6	1
O=C(/C=C/c1ccccc1Cl)c1ccc(O)cc1	?	-34	0.1	-10	-19	1.9	0	5
